High-throughput results (PubChem)
TRb SRC2 PPI – inhibitors of human thyroid hormone receptor beta-SRC2 interaction; P10828; TRbeta-SRC2 peptide binding, fluorescence polarization; receptor liganded with 1 µM T3; Potency, µM (highest dose often 106 µM), for inactives: at the top dose activity change, negative = inhibition, hits mostly inhibitors; 280,000 tested, 0.065% active;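 further: plate controls were bound peptide for no effect and peptide without receptor for full effect; nearly all actives have a fitted effect of over 50% in size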
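Decrease in fluorescence polarization of 20 nM Texas Red SRC2 coactivator peptide flagged inhibition of its binding to 0.6 uM TRb LBD; 1 uM T3 included, incubation 5 hr, ex 555/em 632 nm.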
Tau fibril ThT – tau fibrillization inhibition (ThT binding); P10636; recombinant tau K18 P301L (four-repeat tau fragment), heparin-induced fibrillization, ThT fluorescence; Potency, µM (series often up to 57.4 µM), for the others: at the top dose activity, negative = inhibition, hits mostly inhibitors; 270,000 tested, 2.1% active; AID 1460; further: nearly all actives have a fitted effect of over 55% in size
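In this qHTS, human K18 P301L tau is incubated with compound and heparin for 6 hr at 37 C, and Thioflavin T fluorescence then reports fibril load.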
Tau fibril FP – blocks human tau fibril formation measured by polarization; Potency, µM (series often up to 57.7 µM), for inactives: at the highest dose activity, negative = inhibition, most hits filed as inhibitors; K18 P301L tau heparin fibrillization, Alexa594 FP, 6 h; P10636; 280,000 tested, 0.39% active; further: nearly all actives have a fitted effect of over 55% in size
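Quantitative HTS format: compounds meet 15 uM recombinant K18 P301L tau and Alexa 594-tau tracer in 100 mM sodium acetate pH 7; 20 uM heparin triggers fibrillization at 37 C over 6 hr; FP gives the signal.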
KDM4E inh – inhibitors of human JMJD2E histone demethylase. B2RXH2. Potency, µM (top dose mostly 57.1 µM), for inactives: at the top dose activity change, negative = inhibition, most hits filed as inhibitors. 230,000 tested, 1.6% active. JMJD2E catalytic domain, FDH-coupled NADH fluorescence (FDH is formaldehyde dehydrogenase); active means well fitted inhibition curve with a large enough effect, not every such curve was filed as active; inconclusive means small, poorly fitted or top-dose-only effect, or another doubt; inactive means no such curve, though single readings can be large or run the other way;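 further: 0% = wells with enzyme and -100% = buffer wells without enzyme; nearly all actives have a fitted effect of over 50% in size; many of its hits are not listed in these tables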
Target sequence (B2RXH2 1-337 limits assumed): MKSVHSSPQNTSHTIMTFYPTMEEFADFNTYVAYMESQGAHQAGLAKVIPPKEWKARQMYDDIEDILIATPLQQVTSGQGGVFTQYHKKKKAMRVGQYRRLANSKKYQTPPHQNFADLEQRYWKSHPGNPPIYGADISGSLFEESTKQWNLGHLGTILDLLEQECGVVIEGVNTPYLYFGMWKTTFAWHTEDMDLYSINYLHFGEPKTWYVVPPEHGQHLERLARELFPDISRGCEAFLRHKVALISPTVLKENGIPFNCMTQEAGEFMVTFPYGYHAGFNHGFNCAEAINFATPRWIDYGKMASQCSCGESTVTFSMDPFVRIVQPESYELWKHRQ
L3MBTL1 block – inhibitors of human L3MBTL1; AlphaScreen L3MBTL1–H3K9me1 peptide binding; Potency, µM (series often up to 57.1 µM), for inactives: top-dose activity, negative = inhibition, usual class: inhibitors; 230,000 tested, 0.66% active; AID 485360; further: nearly all actives have a fitted effect of over 60% in size
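AlphaScreen assay: L3MBTL1 (50 nM final) was preincubated 30 min at room temperature with biotinylated H3(1-15)K9me1 peptide (75 nM final), then 30 min with library compounds; streptavidin donor and nickel chelate acceptor beads (10 ug/mL final) added, 30 min dark.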
TR SRC2 fluor cs – counter-screen for TRb-SRC2 inhibitors: fluorescence interference | 280,000 tested, 0.29% active | Potency, µM (highest dose often 106 µM), inactives show at the highest dose fluorescence change, negative = quenching | TRb/SRC2 Texas Red total fluorescence interference; active means well fitted curve in either direction with a large enough effect; inconclusive means small, poorly fitted or top-dose-only effect
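Flags fluorescent or light-absorbing compounds by total fluorescence, S + 2P, at 555 nm excitation and 632 nm emission. Mixture: 20 nM Texas Red SRC2 peptide, 0.6 uM human TRb LBD, 1 uM T3, 5% DMSO; compound exposure 5 h at ambient temperature.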
GoLoco inh red – blocks human Gai1 binding to RGS12 GoLoco peptide, red readout | P63096 | Gai1:RGS12 GoLoco peptide FP, rhodamine, 10 min | Potency, µM (titrated, usually from 61.6 µM), without a hit: at the highest dose activity, negative = inhibition, most hits filed as inhibitors | 230,000 tested, 0.44% active | AID 880; active means well fitted inhibition curve with a large enough effect, not every such curve was filed as active; inactive means no such curve, though single readings can be large or run the other way; further: nearly all actives have a fitted effect of over 30% in size; many of its hits are not listed in these tables
RECQ1 helicase – blocks DNA unwinding by human RECQ1. P46063. RECQ1 DNA unwinding, red fluorescence kinetic read. Potency, µM (series often up to 57.3 µM), for the others: at the highest dose activity, negative = inhibition, most hits filed as inhibitors. 240,000 tested, 0.54% active;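 further: plate controls were vehicle for no effect and no enzyme for full effect; nearly all actives have a fitted effect of over 30% in size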
Target sequence (P46063 whole entry, looked up): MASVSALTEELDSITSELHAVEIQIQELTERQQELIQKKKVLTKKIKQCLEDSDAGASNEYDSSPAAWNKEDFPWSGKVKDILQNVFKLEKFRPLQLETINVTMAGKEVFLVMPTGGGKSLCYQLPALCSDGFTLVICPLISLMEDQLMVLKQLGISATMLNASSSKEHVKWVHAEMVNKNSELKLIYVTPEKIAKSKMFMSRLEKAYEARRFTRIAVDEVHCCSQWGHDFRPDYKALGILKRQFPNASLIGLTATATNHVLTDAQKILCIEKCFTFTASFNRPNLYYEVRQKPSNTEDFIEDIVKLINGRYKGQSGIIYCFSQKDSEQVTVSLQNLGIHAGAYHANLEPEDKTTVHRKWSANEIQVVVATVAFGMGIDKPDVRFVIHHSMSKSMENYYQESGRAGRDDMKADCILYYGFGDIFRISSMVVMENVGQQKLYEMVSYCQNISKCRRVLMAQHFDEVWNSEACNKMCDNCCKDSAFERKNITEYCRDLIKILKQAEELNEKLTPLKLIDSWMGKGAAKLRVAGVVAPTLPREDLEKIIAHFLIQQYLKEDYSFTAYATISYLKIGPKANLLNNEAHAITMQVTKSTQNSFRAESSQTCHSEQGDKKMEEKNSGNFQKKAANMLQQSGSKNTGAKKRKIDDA
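RECQ1T1 50 nM; forked duplex (20 bp + 30-nt ss tails) 200 nM, ATP 2 mM final; pH 8.0, 2 mM MgCl2, 2.5 ug/ml poly(dI-dC); 15 min compound preincubation; discontinuous kinetic read over 2 h at RT.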
The depositor's hits bear a star; i = inactive; ? = inconclusive; / = no result given; & = joins results of further samples; [ ] = another dose, or the depositor's remark. Unless noted, the call rests on the fitted dose curve; in most records, active means well fitted curve in the direction sought with a large enough effect; inconclusive means small, poorly fitted or top-dose-only effect, or another doubt; inactive means no such curve, though single readings can be large; an effect the other way counts as inactive or inconclusive. Unless noted, on the % scale 0 is the no-effect control and ±100 the full control effect; potency means the concentration at half of the fitted maximal effect.

SMILES | TRb SRC2 PPI | Tau fibril ThT | Tau fibril FP | KDM4E inh | L3MBTL1 block | TR SRC2 fluor cs | GoLoco inh red | RECQ1 helicase
O=C(NCCN1C(=O)S/C(=C\c2ccccc2F)C1=O)C1CCN(S(=O)(=O)c2cccs2)CC1 | -1% | -4% | -10% | 0% | -14% | -3% | 6% | 7%
CCNC(=O)CCSc1nc2cc(Cl)ccc2o1 | -1% | -1% | -4% | -8% | -5% | -2% | 17% | 4%
Cc1noc(C)c1CN1C(=O)NC2(CCCCCCC2)C1=O | 6% | -1% | 6% | 1% | / | -1% | -2% | -4%
O=C(NN1CCCCC1)c1ccc(COc2ccc(Cl)cc2)cc1 | -9% | -2% | -3% | 1% | 2% | 0% | 8% | i
CN(C)CCOC(=O)C12CC3(C)CC(C)(CC(C)(C3)C1)C2 | 0% | 8% | 2% | -4% | / | 0% | 5% | 1%
O=C(/C=C/c1ccc(Cl)cc1Cl)Nc1cccc(S(=O)(=O)NC2=NCCCCC2)c1 | 10% | 5% | ? | ? | -3% | -2% | 7% | -19%
COC(=O)c1c(-c2ccc(Cl)cc2)noc1N1CCN(c2ccc(C(C)=O)cc2)CC1 | 2% | -4% | -6% | / | / | -1% | / | /
O=C(CSc1nccn1-c1ccc(Cl)cc1)NCc1ccc2c(c1)OCO2 | -5% | -21% | 6% | -5% | / | -3% | -4% | -8%
COc1ccc(C(=O)Nc2nc3nc(C)c(Cc4ccccc4)c(=O)n3[nH]2)cc1OC | -11% | ? | -2% | / | / | -1% | / | /
CCc1ccc(OCC(=O)N/N=C/c2cc([N+](=O)[O-])ccc2N2CCOCC2)cc1 | -3% | ? | 9% | 1% | -10% | 5% | -5% | -6%
O=C(CN1CCN(S(=O)(=O)/C=C/c2ccccc2)CC1)Nc1ccc(N2CCOCC2)cc1 | 7% | -12% | 2% | -1% | -1% | -2% | 0% | -4%
CC(c1ccc(F)cc1)n1c(-c2cccs2)n[nH]c1=S (stereo unspecified) | -3% | -5% | -3% | ? | -7% | 0% | 10% | i
c1ccc(N2CCCCC2)c(Nc2nc3ccccc3n3cnnc23)c1 | 11% | -2% | -2% | -3% | 5% | 0% | 6% | -5%
COc1ccc(C(CCO)NC(=O)c2cccs2)cc1OC (stereo unspecified) | -5% | -9% | ? | 1% | 0% | -4% | 0% | -4%
CC(Oc1ccc(Br)cc1)c1nc2c3ccccc3nc(=S)n2[nH]1 (stereo unspecified) | 6% | ? | -8% | -3% | / | 0% | 5% | -2%
Cc1cc(-n2c(C)nc3ccccc3c2=O)ccc1NC(=O)c1cccc([N+](=O)[O-])c1C | -7% | ? | -5% | / | / | -1% | / | /
CCCOc1c(Cl)cc(C(=O)Nc2ccc3c(c2)OCO3)cc1OCC | -11% | -13% | -12% | -6% | / | -2% | 10% | i
COC(=O)c1cc2n(n1)CCN(Cc1ccc(F)cc1)C2=O | 6% | -2% | 10% | 0% | 4% | 1% | 3% | -7%
CCc1ccc(OCc2nc(-c3ccc(OC)cc3)no2)c(Br)c1 | -1% | ? | -2% | / | / | -1% | / | /
CC(=O)OC[C@@H]1O[C@H](C/C=N\OC[C@@H](C)[C@H](OCc2ccccc2)C(C)C)C=C[C@@H]1OC(C)=O | 0%[11.2 µM] | -7%[11.5 µM] | 5%[11.6 µM] | / | / | -2%[11.2 µM] | / | -12%[11.5 µM]
Oc1[nH]c2ccccc2c1N=Nc1ccccc1F | -1% | ? | -1% | 6% | -4% | -2% | 19% | -5%
CN(C)c1ccc(CNc2nc(-c3ccco3)nn2S(C)(=O)=O)cc1 | 1% | -6% | 6% | / | / | 4% | / | /
COc1ccc(Nc2c3c(nc4nncn24)CCC3)cc1OC | 2% | 6% | 3% | / | / | 0% | / | /
O=C(Nc1cc(S(=O)(=O)N2CCOCC2)ccc1Cl)C(=O)c1c(-c2ccccc2)cc2ccccn12 | 1% | -21% | -4% | 9% | / | 1% | 0% | 1%
CCOc1ccc(NC(=O)C(NS(=O)(=O)c2cccc3nsnc23)c2ccccc2)cc1 (stereo unspecified) | 8% | -9% | 8% | / | / | -1% | / | /
CCOC(=O)/C(C#N)=C/C=C1\C=Cc2ccccc2N1CC | -2% | 1.6µM* | -10% | -4% | ? | 0% | 108%[activator] | i
CCOC(=O)c1ccc(S(=O)(=O)N2CCN(CC(=O)NC(=O)NC3CCCCC3)CC2)cc1 | 2% | -8% | 14% | -1% | -2% | 3% | -11% | i
COc1ccccc1C(=O)C1CCCN(C(=O)c2cn3cc(Cl)ccc3n2)C1 (stereo unspecified) | 1% | 13% | 1% | 5% | 5% | -2% | 11% | -15%
CSc1ccccc1NC(=O)C1CCCO1 (stereo unspecified) | 0% | -5% | -1% | 0% | 8% | -3% | 6% | i
CCN(CC)c1ccc(/C=N/NC(=O)CC(C)C)cc1 | 6% | 3% | 14% | ? | -11% | -4% | -3% | -11%

3 compounds from above, showing only Tau fibril FP, Tau fibril ThT and RECQ1 helicase:
Compound	Tau fibril FP	Tau fibril ThT	RECQ1 helicase
Oc1[nH]c2ccccc2c1N=Nc1ccccc1F	-1%	?	-5%
CN(C)c1ccc(CNc2nc(-c3ccco3)nn2S(C)(=O)=O)cc1	6%	-6%	/
COc1ccc(Nc2c3c(nc4nncn24)CCC3)cc1OC	3%	6%	/

(continued)
SMILES | TRb SRC2 PPI | Tau fibril ThT | Tau fibril FP | KDM4E inh | L3MBTL1 block | TR SRC2 fluor cs | GoLoco inh red | RECQ1 helicase
Cc1onc(-c2ccccc2)c1CNC(=O)C1COc2ccccc2O1 (stereo unspecified) | 0% | -3% | -2% | -5% | 3% | -1% | 2% | -9%
COCCNC(=O)CN1CCC(NC(=O)C(C)(C)C)CC1 | 0% | -4% | -4% | -1% | 1% | 3% | 5% | -5%
CCn1cc(C(=O)NCc2ccc(OC)cc2OC)c(=O)c2ccc(C)nc21 | -10% | -5% | 0% | 4% | / | -1% | 0% | i
CCSc1nc2ccccc2n1C(=O)Oc1ccccc1 | 6% | -13% | -14% | -1% | 7% | -7% | -2% | -2%
COc1ccc(-n2c(COc3ccc(C)cc3)nnc2SCC(N)=O)cc1 | -9% | -18% | -1% | 4% | -1% | -5% | 5% | 12%
c1ccc(COc2ccc(OCCCCN3CCCC3)cc2)cc1 | -1% | -3% | -8% | ? | ? | 1% | / | -3%
O=C(NCc1ccco1)c1ccc2snnc2c1 | -2% | -4% | 1% | -6% | -4% | -2% | 3% | -11%
C=CCOC(=O)C1=C(C)Nc2nnnn2C1c1cccs1 (stereo unspecified) | -4% | 0% | 1% | 2% | 1% | 1% | 12% | -16%
COC(=O)c1[nH]c2ccc(C)cc2c1NC(=O)Nc1ccc(OC)cc1 | -17% | -3% | ? | ? | 10% | 0% | 6% | -15%
COc1ccc(C(=O)/C(=C/N(C)C)S(=O)(=O)c2ccccc2)cc1 | -2% | 6% | 3% | 4% | 3% | -3% | 3% | i
CCCn1c2c(c(O)c(C(=O)NC)c1=O)CCCC2 | -1% | 3% | 6% | -17% | 3% | -3% | 4% | -3%
CCNC(=S)N/N=C(\C)c1cc2ccccc2o1 | -3% | -10% | 2% | 5% | -5% | -3% | -3% | -3%
COc1ccc(C(=O)c2ccccc2)cc1Br | -6% | -10% | -4% | 2% | 21% | -2% | -13% | -6%
Cc1nnc(NC(=O)CCSCCC(=O)Nc2nnc(C)s2)s1 | 4% | ? | -12% | -10% | ? | 0% | 7% | ?
CC(C)(C)c1ccc(C2(C)NC(=O)N(CC(=O)NCc3cccs3)C2=O)cc1 (stereo unspecified) | 5% | -10% | 3% | 2% | 10% | -4% | -6% | -5%
CCOC(=O)CN=C/C(C(C)=O)=C(/C)O | 4% | 5% | 2% | 1% | 5% | -4% | -3% | -6%
Cc1cccc(C)c1OCC(=O)NC(Cc1c[nH]c2ccccc12)C(=O)O (stereo unspecified) | -1%&6% | -3%&1% | -4%&2% | -1% | / | 0%&-1% | 7% | i
Cc1nn(C(=O)c2nn(C)cc2[N+](=O)[O-])c(C)c1Cl | 0% | -4% | -2% | -3% | 2% | -3% | 7% | -1%
COc1ccc(OCCNc2cc(N3CCOCC3)ccc2[N+](=O)[O-])cc1 | 4% | 5µM* | -1% | -4% | -27% | -6% | 11% | -8%
O=C(Nc1cccc(NC(=O)c2ccccc2Cl)c1)c1cccc(Br)c1 | -1% | 1% | ? | / | / | 9% | / | /
CCN(CC)c1ccc(/C=N/NC(=O)c2ccco2)cc1 | -14% | ? | 8% | ? | 0% | 0% | 7% | i
Cc1ccc(NC(=O)c2noc3c2CCCCC3)cc1C | 4% | -2% | 2% | -27% | ? | 0% | 3% | 2%
CCOc1ccccc1NC(=O)Cn1c(C)cc(COC)c(C#N)c1=O | 10% | -7% | 1% | ? | 6% | 1% | 0% | 9%
O=C1CCCc2c1nc(-c1ccccc1F)n2O | 4% | -4% | -1% | ? | 0% | -2% | -2% | 1%
Cc1nn(Cc2ccc(C(=O)N3N=C(C(F)F)CC3(O)C(F)F)cc2)c(C)c1[N+](=O)[O-] (stereo unspecified) | 9% | -10% | 1% | -1% | 3% | 1% | 2% | -4%
COc1ccc(C(=O)NNC(=O)C2CCCN(C3CC(=O)N(c4ccccc4)C3=O)C2)cc1 (stereo unspecified) | 2% | / | -1% | 6% | / | 0% | 4% | -2%
CCCn1c(N)c(C(=O)CSc2ncc(C(F)(F)F)cc2Cl)c(=O)[nH]c1=O | 1% | 4% | -8% | -1% | -2% | -2% | 3% | i
NNC(=O)c1ccc(COc2ccc3c(c2)CCC3)o1 | 4% | ? | 9% | 30% | -4% | 1% | -3% | ?
C/C(=N/NS(=O)(=O)c1ccc(F)cc1)c1ccc(NC(=O)c2ccc(C)o2)cc1 | -18% | ? | -8% | 8% | / | -3% | 3% | -9%
CCN1CCN(C(C)C(=O)Nc2c(C)n(C)n(-c3ccccc3)c2=O)CC1 (stereo unspecified) | -19% | -3% | 2% | ? | -2% | -3% | -7% | 4%

These rows are one share of the data; count on the stated rates, not on these rows.
